# S1P3 antagonist: S1P3 (human) receptor antagonism | 170,000 tested, 0.27% active | CHO S1P3 NFAT-BLA reporter, FRET fluorescence, antagonist mode | inhibition, % at 4.98 µM | Q99500;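 active means inhibition above the plate cutoff, the mean inhibition of test wells on that plate plus 3 SD, cut at about 28% in these data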;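 further: cells challenged with S1P at its EC80 of 0.8 µM; blue over green emission ratio from cleaved BLA substrate after 4 h stimulation; 0% = S1P-stimulated wells and 100% = unstimulated DMSO-only wells; some compounds past the cut are filed as inactive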
# Target sequence (Q99500 whole entry, looked up): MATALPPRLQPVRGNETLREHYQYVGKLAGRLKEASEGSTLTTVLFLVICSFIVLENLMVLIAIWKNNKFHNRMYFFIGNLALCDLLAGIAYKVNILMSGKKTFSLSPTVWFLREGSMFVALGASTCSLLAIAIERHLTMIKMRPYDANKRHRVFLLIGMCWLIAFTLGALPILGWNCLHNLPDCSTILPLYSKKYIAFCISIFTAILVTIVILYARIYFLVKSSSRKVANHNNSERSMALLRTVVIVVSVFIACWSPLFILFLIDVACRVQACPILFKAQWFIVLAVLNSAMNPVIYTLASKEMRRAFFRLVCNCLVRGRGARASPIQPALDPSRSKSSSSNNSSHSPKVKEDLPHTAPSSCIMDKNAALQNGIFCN
# L major viab: reduces viability of Leishmania major promastigotes; inhibition, % at 10 µM; 200,000 tested, 9% active; resazurin fluorescence viability; AID 1063; in the data active means inhibition above about 50%;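 further: promastigotes grown with compound for 44 hours at 28 °C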
# bIAP activator: intestinal alkaline phosphatase (bovine) activation; activation factor at 20 µM; purified bovine IAP, CDP-star luminescence, 30 min; active compounds read high; fold of DMSO-control signal, blank-subtracted; 200,000 tested, 0.17% active; AID 1016;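 active means activation factor of 2 or more at 20 µM, a signal rise over negative controls twice the positive control's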
# PPARg SRC1 recr: PPARgamma-driven SRC-1 recruitment agonism | P37231 | PPARgamma-SRC-1 coactivator recruitment biochemical assay | activation, % at 8 µM | 200,000 tested, 0.41% active; in the data active means activation above about 19%;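 further: 0% = DMSO and 100% = reference agonist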
# bIAP inhibitor: intestinal alkaline phosphatase (bovine) inhibition. inhibition, % at 20 µM. purified bovine IAP, CDP-star luminescence, 30 min. 190,000 tested, under 10 active;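 active means over 50% inhibition of intestinal alkaline phosphatase at 20 µM in the single-dose screen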
#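 System: purified bovine intestinal alkaline phosphatase (IAP) enzyme; Input: IAP diluted 1/65,000,000 in the well; Measured by: CDP-star luminescence signal; Compound dosing: 20 µM single dose; Incubation: 30 min reaction at room temperature.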
# ROMK primary: modulates human ROMK potassium channel activity; B-score at 10 µM; 130,000 tested, 2% active; P48048; AID 1918; Tet-inducible ROMK, thallium flux fluorescence; actives lie on both sides;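 active means signal ratio slope over the read window, or its plate-corrected B-score, at least 3 SD from the plate mean, either direction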;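 further: B-score of the F/F0 ratio slope over 7 to 12 s after thallium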
# Target sequence (P48048 whole entry, looked up): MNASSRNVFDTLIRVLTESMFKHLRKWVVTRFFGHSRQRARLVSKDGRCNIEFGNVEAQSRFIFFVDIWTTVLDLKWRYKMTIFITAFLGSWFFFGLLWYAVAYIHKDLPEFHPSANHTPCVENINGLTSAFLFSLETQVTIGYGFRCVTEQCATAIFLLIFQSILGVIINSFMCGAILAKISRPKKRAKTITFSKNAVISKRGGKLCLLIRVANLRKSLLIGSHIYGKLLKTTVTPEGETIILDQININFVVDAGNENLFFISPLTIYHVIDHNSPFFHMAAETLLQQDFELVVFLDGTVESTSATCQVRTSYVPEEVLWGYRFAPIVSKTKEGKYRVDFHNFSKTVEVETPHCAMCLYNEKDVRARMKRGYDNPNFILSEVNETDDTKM
# PPARg SRC3 recr: promotes SRC-3 coactivator recruitment by human PPARgamma. 200,000 tested, 0.26% active. activation, % at 8 µM. AID 731. P37231. biochemical PPARgamma/SRC-3 coactivator recruitment assay; in the data active means activation above about 23%;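 further: 0% = DMSO and 100% = reference agonist; some compounds past the cut are filed as inactive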
# DTT redox prof: compounds producing H2O2 with reducing agent – biochemical, NIH compound library profiling, artefact control for MLSCN library redox annotation, primary screen | DTT-dependent redox cycling H2O2, phenol red/HRP absorbance; 100% = 100 µM peroxide control, 0% = buffer | activation, % at 10 µM | 200,000 tested, 0.03% active;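 active means activation of at least 50% relative to the plate's high and low controls in the primary single-dose screen; inactive means activation below 50%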;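 further: compound incubated with DTT at 0.8 mM final as the reducing agent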
# TLR4 MyD88 comp: blocks binding of human TLR4 to MyD88; HeLa CL3-4 TLR4/MyD88 BLA complementation, FRET ratio; inhibition, % at 8.4 µM; AID 861; O00206+Q99836; 200,000 tested, 0.18% active; in the data active means inhibition above about 25%;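 further: 0% = vehicle and 100% = reference inhibitor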
# SRC2 TRFRET art: counter-screen for PPARgamma SRC-2 recruitment agonists: TR-FRET artefact; TR-FRET ratio at 8 µM; active compounds read high; 200,000 tested, 0.4% active; in the data active means TR-FRET ratio above about 2000; further: inactives centre near 1500; reference of the scale not given here
# PPARg SRC2 recr: promotes SRC-2 coactivator recruitment by human PPARgamma; P37231; PPARgamma LBD-SRC-2 recruitment, biochemical; activation, % at 8 µM; 200,000 tested, 0.34% active; AID 1032; in the data active means activation above about 22%;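 further: 0% = vehicle and 100% = reference agonist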
# Starred values were filed as active, the others as inactive; . = not tested or not shown.
Molecule	S1P3 antagonist	L major viab	bIAP activator	PPARg SRC1 recr	bIAP inhibitor	ROMK primary	PPARg SRC3 recr	DTT redox prof	TLR4 MyD88 comp	SRC2 TRFRET art	PPARg SRC2 recr
COc1ccc(C(=O)N(CCN2CCOCC2)CC(=O)NC2CCCC2)cc1OC	-36	-8	1	4	-1	.	-6	-2.9	3	1617	5
CN1CCN(S(=O)(=O)c2ccc(NC(=O)c3ccc(Br)o3)cc2)CC1	-33	-2	0.9	0	6	0.088	-13	-0.5	10	1528	3
COC(=O)c1ccc(Oc2nc(NC(C)C)nc(N(C)C)n2)cc1	.	6	1	-4	2	0.13	11	-1.1	7	1518	6
O=C(C1CCCN(S(=O)(=O)c2cccc3cccnc23)C1)N1CCN(c2ccccc2F)CC1 (stereo not given)	11	9	1.1	4	-9	.	3	-2.5	3	1622	2
O=C(NCc1ccc2c(c1)OCO2)Oc1ccccc1	26	-2	0.9	-1	7	.	-4	-0.2	-13	1482	-1
Cc1cc(OC(=O)C2CC2)c([N+](=O)[O-])c(=O)[nH]1	-22	-6	0.9	-8	6	0.83	-3	-1.0	0	1612	7
COC(=O)c1ccc(N2CN=C(c3ccc(C)cc3)NC2=S)cc1	3	-2	1.6	-3	-60	.	-3	0.1	4	1471	-1
Clc1ccc(CNCc2cccs2)c(Cl)c1	1	-5	0.7	1	25	0.24	4	0.0	-5	1572	-4
Cc1c(C(=O)NCc2ccc3c(c2)OCO3)oc2ccc(S(=O)(=O)N3CCCCCC3)cc12	.	40	0.9	5	13	.	4	-0.5	14	1547	7
COc1cc2c(cc1NC(=O)COC(=O)CNC(=O)c1ccccc1)oc1ccccc12	-20	3	1.1	8	-13	-0.71	1	0.4	-10	1628	4
CC1(C)CC(NS(=O)(=O)c2ccc(S(=O)(=O)N3CCOCC3)cc2)CCO1 (stereo not given)	-42	-2	0.9	9	6	.	8	2.6	12	1664	6
COc1cnc(-c2ccccn2)nc1Sc1ccc(F)cc1	-3	94*	1	2	2	0.27	-1	-0.2	-8	1422	-4
COc1ccc(C2SCCN2C(=S)Nc2ccc(F)cc2)cc1 (stereo not given)	-4	22	1	0	0	-0.82	3	0.8	-18	1433	1
CCC(C)N(NC(C)=O)c1nc(Cl)nc(NC(C)(C)C)n1 (stereo not given)	.	-4	1	4	4	0.33	14	-0.1	1	1521	0
Cc1nn(C)cc1/C=C/C(=O)c1ccc(O)cc1	-2	5	0.8	0	17	1.3	0	-0.2	-7	1465	3

# 2 records drawn at random from the list so far:
Molecule	S1P3 antagonist	L major viab	bIAP activator	PPARg SRC1 recr	bIAP inhibitor	ROMK primary	PPARg SRC3 recr	DTT redox prof	TLR4 MyD88 comp	SRC2 TRFRET art	PPARg SRC2 recr
O=C(NCc1ccc2c(c1)OCO2)Oc1ccccc1	26	-2	0.9	-1	7	.	-4	-0.2	-13	1482	-1
COc1ccc(C2SCCN2C(=S)Nc2ccc(F)cc2)cc1 (stereo not given)	-4	22	1	0	0	-0.82	3	0.8	-18	1433	1

# Other records follow:
Molecule	S1P3 antagonist	L major viab	bIAP activator	PPARg SRC1 recr	bIAP inhibitor	ROMK primary	PPARg SRC3 recr	DTT redox prof	TLR4 MyD88 comp	SRC2 TRFRET art	PPARg SRC2 recr
CCC1(COC(NC(=O)c2cccnc2)(C(F)(F)F)C(F)(F)F)COC1	-34	-6	1	0	4	.	-7	2.4	8	1503	-1
O=C(OCn1nnc2ccccc2c1=O)c1ccco1	.	-1	0.9	7	12	.	-1	-1.0	5	1350	-3
CN(C(=O)COC(=O)c1n[nH]c2ccccc12)c1ccccc1	-19	-1	1.1	1	-6	0.28	2	-1.9	10	1375	-2
c1ccc(OCc2nn3c(-c4cccnc4)nnc3s2)cc1	.	-3	1	2	-1	1.2	-2	0.1	-17	1507	2
CC(C)COc1ccccc1C(=O)NC(CO)C(=O)O (stereo not given)	.	-8	0.9	-5	13	0.0096	-7	0.2	-4	1439	-2
S=C(NCc1ccc(Cl)cc1)Nc1ccccc1Cl	8	24	0.9	1	6	.	2	-0.2	-1	1701	-1
COC(=O)COc1cc2ccccc2cc1C(=O)Nc1ccccc1	-28	-2	1.3	-2	-26	.	4	0.0	-8	1480	-2
Cc1ccc(NC(=O)COC(=O)Cn2nc(C)c([N+](=O)[O-])c2C)c([N+](=O)[O-])c1	-23	36	1.1	-3	-15	.	5	-0.7	0	1430	5
Cc1ccc(-c2nn(-c3ccccc3)cc2/C=C/C(=O)Nc2nccs2)cc1	0	-3	0.7	-3	26	.	-4	3.1	-9	1550	-9
Cc1cc(C)nc(N2N=C(CSc3ccc(Cl)cc3)CC2=O)n1	0	-7	1.1	1	-8	0.48	1	-0.4	-7	1289	-5
CCN(CC)S(=O)(=O)c1ccc(OC)c(NC(=O)C(C)Oc2ccc3c(C)cc(=O)oc3c2)c1 (stereo not given)	6	16	0.9	6	7	0.42	2	0.0	3	1530	6
Cc1ccc(-n2c(C)cc(C(=O)CN3CCCCC3)c2C)cc1	0	86*	1	1	-4	-0.88	-2	-0.4	12	1533	7
C/C(=N\Nc1nnc(-c2ccccc2)c(-c2ccccc2)n1)c1cccc([N+](=O)[O-])c1	.	2	1.4	1	-38	-0.62	-3	0.0	-11	1432	-6
COC(=O)CSc1ncc(OC)c(OC)n1	.	-4	0.9	-2	5	.	0	1.5	2	1477	2
CCC(C)c1ccc(Nc2ncccc2C#N)cc1 (stereo not given)	.	-3	0.9	-1	8	0.28	7	-8.0	-1	1485	-1
COc1ccc([N+](=O)[O-])cc1NC(=O)CC(c1ccccc1)c1ccccc1	10	2	1	1	4	-0.27	5	0.8	5	1587	12
Cc1cccc(C)c1NC(=O)CSc1nnnn1-c1ccc(C(=O)O)cc1	.	-2	1	-6	1	.	3	-4.7	-11	1774	-2
COc1ccccc1NC(=O)CSc1nc(O)cc(=O)n1C	-6	-1	0.8	2	15	0.57	-1	2.4	-7	1520	3
O=C(Cn1cc2c(n1)CCCC2)Nc1ccccc1Br	4	-5	1	-1	1	.	7	0.1	0	1487	-2
CCn1cc(/C=C/C(=O)Nc2c(C)nn(Cc3ccccc3)c2C)cn1	0	-3	1	2	2	-0.83	-1	-0.1	8	1526	3
CCOCCCNC(=O)Cc1c(C(=O)O)[nH]c2ccc(Cl)cc12	-39	-6	0.9	7	13	.	12	-0.7	-9	1654	6
CNC(=O)CNC(=O)Nc1ccc(C)cc1	-22	-3	1	8	-1	-0.22	1	-1.2	4	1656	0
O=C(NNC(=S)Nc1ccc(Cl)cc1)c1cccs1	2	-5	1.1	-8	-7	0.54	5	-0.6	7	1192	5
COc1cccc(/C=C(\CC(=O)O)c2nc3ccccc3s2)c1	5	-5	0.9	2	8	0.066	-1	-0.5	-9	1588	-1
COc1cc(OC)cc(-c2cc3nc4c(c(N5CCN(c6ncccn6)CC5)n3n2)CCCC4)c1	19	52*	1	2	0	0.093	3	2.3	-4	1581	7
Cc1cc(C)c2c(NC(=O)CCl)nn(C)c2n1	-33	6	1	2	-4	0.27	3	-0.4	8	1589	1
Cc1cccc(C)c1NC(=O)CSc1nnc(C)n1CC1CCCO1 (stereo not given)	-25	-7	0.9	3	7	1	1	-0.4	1	1421	-5
O=C(c1ccc(F)cc1)N(c1ccccn1)C1CCCCC1	1	-4	1.1	6	-8	.	2	0.6	-7	1756	8
CC(C)=CC(=O)OCC(=O)Nc1cc(C)cc(C)c1	1	-2	1	-6	-1	0.57	2	-0.6	-19	1601	8
Cc1cc(C)c(S(=O)(=O)NCCC2CCCN2C)c(C)c1 (stereo not given)	-33	97*	1	3	2	-1.1	-1	-0.7	-8	1501	9
CC(C)=CCN1CCN(Cc2ccc(C)s2)CC1CCO (stereo not given)	0	4	1.1	-1	-15	0.52	0	-1.4	-13	1473	1
CSc1nc2ccc(NC(=O)C3CC(=O)N(Cc4ccccc4)C3)cc2s1 (stereo not given)	.	1	1.1	2	-6	.	4	-2.1	-9	1608	4
Cc1ccnc(N2CCC(C(=O)NCc3ccccc3F)CC2)n1	4	0	1.2	1	-16	-0.34	0	-1.1	3	1439	2
CNS(=O)(=O)c1cccc(C(=O)OCC(=O)N2c3ccccc3CC2C)c1 (stereo not given)	.	25	0.9	2	6	.	5	6.8	4	1645	3
COC(=O)c1cc2occc2n1CC(=O)N(C)C1CCCCC1	6	1	0.9	3	6	.	16	-0.2	-8	1584	7
Cc1ccc(CS(=O)(=O)CCC(=O)NCCN2CCCC2)cc1	-6	-9	0.9	0	8	.	-9	2.0	-5	1376	0
CC(=O)N1CC[n+]2c(-c3ccc(Cl)cc3)csc21	-22	-6	1	2	0	0.41	0	0.1	1	1758	6
C#CCOCCOCCOCCNc1nc(N2CCN(C(=O)[C@H]([C@@H](C)O)n3cc(CCCCN)nn3)CC2)nc(N2CCN(C(=O)[C@H](C)n3cc(CCCN=C(N)N)nn3)CC2)n1	-8	-3	1.1	5	-12	-0.8	0	0.5	-2	1417	-5
O=C(NC1=NCCS1)c1cc(-c2cccnc2)nc2ccccc12	12	9	1.1	10	-10	-0.049	6	0.3	-1	1479	5
COc1ccc(C(=O)Nc2ccc(S(=O)(=O)NC(C)=O)cc2)cc1[N+](=O)[O-]	-1	-3	1.1	7	-8	-0.082	1	2.1	7	1543	-8
CC(=O)c1ccc(N2CCN(C(=O)c3cc4c(s3)CCCC4)CC2)cc1	9	-2	1.2	9	-22	0.091	1	0.0	7	1451	4
Cc1ccc(C(=O)NC(NCc2ccco2)C(Cl)(Cl)Cl)cc1 (stereo not given)	3	60*	0.9	-8	8	-0.46	-2	0.1	3	1397	-13
Cc1cc(C2=CC(C)(c3cc(C)oc3C)Nc3nc(C(F)(F)F)nn32)c(C)o1 (stereo not given)	7	3	1.1	3	-12	.	7	-1.0	-9	1608	3
S=C(Nc1ccc(Cl)cc1Cl)Nn1cnnc1	-12	1	0.9	-6	7	.	-1	0.4	-3	1474	-1
O=C(NCCN1CCOCC1)C12CC3CC(C1)CC(c1ccccc1)(C3)C2	-2	-4	1.1	7	-8	0.67	5	-0.2	3	1427	3
COC(=O)COc1cccc(NS(=O)(=O)c2ccc(NC(C)=O)cc2)c1	-31	-4	0.9	1	5	-1.2	5	0.5	-7	1636	4
CCCOC(=O)/C(C(N)=NCc1ccccc1)=C(\O)OCCC	16	34	0.8	-1	19	.	-8	2.2	-4	1418	-15
Cc1nn(C(C)C(=O)Nc2ccc3c(c2)OCO3)c(C)c1[N+](=O)[O-] (stereo not given)	-20	-3	1	8	-1	-0.34	-4	0.3	-7	1474	-10
CCCN(CC1CC1)C(=O)Nc1ccccc1C	-8	-3	0.9	-4	12	.	5	0.6	18	1667	2
O=C(N/N=C/c1cccc([N+](=O)[O-])c1)C1CC(=O)N(c2ccc(Cl)cc2)C1 (stereo not given)	.	95*	1	10	0	.	8	0.8	0	1626	14

# Source: PubChem BioAssay (several laboratories)
